Screening results (PubChem)
FEN1 inhibitor: inhibitors of human flap endonuclease 1; P39748; Recombinant FEN1 flap cleavage, fluorescence, 15 min; Potency, µM (series often up to 114 µM), for inactives: at the top dose activity change, negative = inhibition, most hits filed as inhibitors; actives 0.35% (n = 390,000); further: nearly all actives have a fitted effect of over 65% in size
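Steps: FEN1 (10 nM) dispensed; compound added by pin tool; 15 min at room temperature; substrate added to 50 nM final; reads at 0 min and 15 min; data normalized and fitted (four-parameter Hill).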
KAT2A inh: GCN5L2 (KAT2A) acetyltransferase inhibition; GCN5L2 HAT assay, ThioGlo1 CoA-SH fluorescence; Potency, µM (series often up to 58.9 µM), for the others: at the highest dose activity change, negative = inhibition, most hits filed as inhibitors; actives 0.21% (n = 390,000)
Target sequence (Q92830 whole entry, looked up): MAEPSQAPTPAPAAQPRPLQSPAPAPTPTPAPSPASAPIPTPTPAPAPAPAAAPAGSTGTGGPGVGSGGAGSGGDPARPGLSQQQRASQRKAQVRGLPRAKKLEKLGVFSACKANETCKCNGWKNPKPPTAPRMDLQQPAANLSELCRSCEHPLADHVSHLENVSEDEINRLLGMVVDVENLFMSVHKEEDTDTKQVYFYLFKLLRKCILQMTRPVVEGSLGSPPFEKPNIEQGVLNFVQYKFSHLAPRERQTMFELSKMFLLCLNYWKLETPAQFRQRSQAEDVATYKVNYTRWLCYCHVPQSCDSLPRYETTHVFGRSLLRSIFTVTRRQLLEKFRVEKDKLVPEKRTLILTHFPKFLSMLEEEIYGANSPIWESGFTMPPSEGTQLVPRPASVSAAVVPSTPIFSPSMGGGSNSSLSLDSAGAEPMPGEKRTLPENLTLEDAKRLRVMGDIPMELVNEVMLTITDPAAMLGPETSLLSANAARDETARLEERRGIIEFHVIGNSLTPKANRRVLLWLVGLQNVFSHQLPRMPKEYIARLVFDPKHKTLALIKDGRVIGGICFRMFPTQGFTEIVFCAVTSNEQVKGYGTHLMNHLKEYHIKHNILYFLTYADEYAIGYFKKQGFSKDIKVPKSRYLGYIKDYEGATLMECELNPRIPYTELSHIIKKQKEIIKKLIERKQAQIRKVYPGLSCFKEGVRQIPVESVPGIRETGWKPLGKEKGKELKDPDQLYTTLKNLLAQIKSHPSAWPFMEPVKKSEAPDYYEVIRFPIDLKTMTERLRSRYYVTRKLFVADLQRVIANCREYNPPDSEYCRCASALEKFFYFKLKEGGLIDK
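ThioGlo1-coupled HAT assay: 20nM GCN5L2, 70uM acetyl-CoA, 75uM H3(1-25) peptide, pH 7.5. Fluorescence read at 340/540nm at start and after 20 min at room temperature.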
N370S GC: inhibitors or activators of N370S glucocerebrosidase for Gaucher disease. N370S GC spleen homogenate, 4MU-glucoside fluorescence. P04062. actives 0.092% (n = 330,000). Potency, µM (top dose mostly 59.4 µM), inactives show at the top dose activity change, negative = inhibition, most hits filed as inhibitors. AID 2101;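 further: 0% = full enzyme activity and -100% = no enzyme basal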
The depositor's hits bear a star; ? = inconclusive; . = no result given; & = joins results of further samples; [ ] = remark or other dose. The call rests on the fitted dose curve; in most records, active means well fitted curve in the direction sought with a large enough effect; inconclusive means small, poorly fitted or top-dose-only effect, or another doubt; inactive means no such curve, though single readings can be large; an effect the other way counts as inactive or inconclusive. Unless noted, on the % scale 0 is the no-effect control and ±100 the full control effect; potency means the concentration at half of the fitted maximal effect.

Start of the listing, in advance (16 entries):
compound	FEN1 inhibitor	KAT2A inh	N370S GC
COc1cccc(C(=O)NCC(=O)N/N=C(\C)Cc2ccccc2)c1	-2%	0%	-1%
Cc1ccc2oc(-c3ccc(NC(=O)CC(C)C)cc3)nc2c1	9%	-4%	-2%
Oc1ccc(C2C=C(c3ccc(F)cc3)Nc3ncnn32)cc1 (stereo not given)	15%	-8%	-13%
N#CCn1c(C2CCCCC2)nc2ccccc2c1=O	-10%	-2%	4%
Cc1ccc(S(=O)(=O)NCCn2nc(C)cc2C)cc1	-1%	-2%	-3%
O=C(CCc1ccccc1)NC1CCS(=O)(=O)C1 (stereo not given)	0%	-5%	-11%
CN(C)c1cccc(C(=O)NNC(=S)NC2CCCC2)c1	2%	24%	4%
CCNC(=S)NNC(=O)c1csc2c1CCCC2	0%	-4%	17%
CCCC(=Nc1ccccc1OC)C1=C(O)CC(c2ccccc2)CC1=O (stereo not given)	16%	3%	22%
COc1cc(/C=C(/C(=O)O)c2ccc(-c3ccccc3)cc2)cc(OC)c1OC	-1%	-10%	1%
COC(=O)C(NC(C)=O)(Nc1nc2c(C)cc(C)cc2s1)C(F)(F)F (stereo not given)	-8%	-8%	2%
COc1cc(-c2cc(C(=O)Nc3cccc(S(=O)(=O)N(C)C)c3)c3ccccc3n2)cc(OC)c1OC	-7%	-19%	2%
Cc1cnc(NC(=O)CN2CCN(c3ccccn3)CC2)s1	-2%&-9%	-4%	3%
Cc1cccc(NC(=O)c2oc3ccccc3c2NC(=O)Cc2coc3cc(C)cc(C)c23)c1	4%	-5%	.
c1ccc(SCCCCN2CCOCC2)cc1	-2%	-8%	-7%
CNC(=O)CCC(=O)Nc1ccc(C(=O)OC)cc1	-7%	-3%	-27%

This part in full, repeating the preview:
compound	FEN1 inhibitor	KAT2A inh	N370S GC
COc1cccc(C(=O)NCC(=O)N/N=C(\C)Cc2ccccc2)c1	-2%	0%	-1%
Cc1ccc2oc(-c3ccc(NC(=O)CC(C)C)cc3)nc2c1	9%	-4%	-2%
Oc1ccc(C2C=C(c3ccc(F)cc3)Nc3ncnn32)cc1 (stereo not given)	15%	-8%	-13%
N#CCn1c(C2CCCCC2)nc2ccccc2c1=O	-10%	-2%	4%
Cc1ccc(S(=O)(=O)NCCn2nc(C)cc2C)cc1	-1%	-2%	-3%
O=C(CCc1ccccc1)NC1CCS(=O)(=O)C1 (stereo not given)	0%	-5%	-11%
CN(C)c1cccc(C(=O)NNC(=S)NC2CCCC2)c1	2%	24%	4%
CCNC(=S)NNC(=O)c1csc2c1CCCC2	0%	-4%	17%
CCCC(=Nc1ccccc1OC)C1=C(O)CC(c2ccccc2)CC1=O (stereo not given)	16%	3%	22%
COc1cc(/C=C(/C(=O)O)c2ccc(-c3ccccc3)cc2)cc(OC)c1OC	-1%	-10%	1%
COC(=O)C(NC(C)=O)(Nc1nc2c(C)cc(C)cc2s1)C(F)(F)F (stereo not given)	-8%	-8%	2%
COc1cc(-c2cc(C(=O)Nc3cccc(S(=O)(=O)N(C)C)c3)c3ccccc3n2)cc(OC)c1OC	-7%	-19%	2%
Cc1cnc(NC(=O)CN2CCN(c3ccccn3)CC2)s1	-2%&-9%	-4%	3%
Cc1cccc(NC(=O)c2oc3ccccc3c2NC(=O)Cc2coc3cc(C)cc(C)c23)c1	4%	-5%	.
c1ccc(SCCCCN2CCOCC2)cc1	-2%	-8%	-7%
CNC(=O)CCC(=O)Nc1ccc(C(=O)OC)cc1	-7%	-3%	-27%
CC1CCN(C(=O)CN2c3ccc(Br)cc3-c3ccccc3S2(=O)=O)CC1	8%	-7%	.
O=C(OCc1ccc([N+](=O)[O-])cc1)c1ccc2ccccc2n1	-5%	-7%	4%
CCCC(=O)Nc1nc(-c2ccc3c(c2)CCN3S(C)(=O)=O)cs1	12%	-11%	4%
COc1ccc(-c2nc3ccccc3s2)cc1NC(=O)c1ccc(C#N)cc1F	9%	-10%	.
O=C(NCc1cccnc1)c1cccc(C(F)(F)F)c1	-3%	-7%	-3%
COC(CNC(=O)CCCn1nnnc1CN1CCOCC1)c1cccs1 (stereo not given)	4%	-6%	-9%
O=C(O)c1cc(N2C(=O)CCC2=O)ccc1NCc1cccnc1	14%	-12%	0%
Cc1nc(SCC(=O)OC(C)(C)C)c2c3c(sc2n1)CCCC3	-7%	-1%	.
CC1(C)Cc2noc(N)c2C(C)(C)N1OC(=O)c1scc2c1OCCO2	0%	-3%	4%
CC12CCC3c4ccc(O)cc4CCC3C1CCC2O (stereo not given)	.	?	-1%
CCOc1[nH]n(-c2ccccc2)c(=O)c1C=Nc1ccc(OC)cc1	3%	-14%	6%
Cc1ccc(S(=O)(=O)CC(=O)NC2CC2)cc1	?	-7%	3%
N#CC(C#SN)=C1CCCCC1	-1%	-9%	-1%
CCN(c1ccccc1)S(=O)(=O)c1ccc(C(=O)Nc2ncccc2O)cc1	2%	-3%	-2%
COC(=O)c1sccc1NC(=O)CN(C)NS(=O)(=O)c1ccc(Cl)cc1	-12%	-6%	-1%
COCC(=O)Nc1cccc(-c2ccc3nncn3n2)c1	1%	-6%	-3%
COC(=O)C(C(=O)OC)c1ccc(-n2cccc2)cc1	-14%	-1%	3%
CCOC(=O)N1CC=C2C(C#N)=C(N)C(C#N)(C#N)[C@H](c3ccccc3OCC)[C@H]2C1	5%	-7%	-2%
CN(CCCC[C@H](CNCc1ccc(-c2ccccc2)cc1)N1C[C@H](c2ccccc2)N(CCc2ccc(Cl)c(Cl)c2)C(=O)C1=O)Cc1ccc(-c2ccccc2)cc1	.	-20%	?
CSc1ccc(C2c3[nH]c4ccccc4c3CCN2C(=O)CCc2ccccc2)cc1 (stereo not given)	-21%	-27%	.
CCCc1nc2ccc(NC(C)=O)cc2c(=O)n1Cc1cccc(Cl)c1	9%	-2%	5%
CCN1CCC(N(Cc2cccc(OC)c2)C(=O)Nc2cccc(C(F)(F)F)c2)CC1	1%	1%	.
S=C(NCc1ccco1)Nc1cc(-c2ccccc2)[nH]n1	-20%	-14%	-11%
COc1ccc(CCN2CC(C(=O)N(C)CCc3cn[nH]c3)CCC2=O)cc1 (stereo not given)	22%	-1%	-21%
COc1ccc(NC(=O)COC(=O)C2CCN(S(=O)(=O)c3cccs3)CC2)cc1OC	7%	3%	.
CCOC(=O)c1ccc(CNCc2ccc(Br)cc2)cc1	-11%	2%	-8%
CC(C)[C@H](NS(=O)(=O)c1ccc2c(c1)OCCO2)C(=O)OCC(=O)Nc1cc(Cl)ccc1Cl	8%	-9%	23%
Cc1nn2cc(-c3ccc(OC(C)C)cc3)nc2s1	0%	-14%	.
Cc1cc(C)c(NC(=O)COC(=O)C2CCCCC2)c(C)c1	16%	-2%	.
Cc1cccc(S(=O)(=O)c2cn(Cc3ccccc3)c3cc(N4CCCCC4)c(F)cc3c2=O)c1	-2%	-5%	.
CN(C)/C=C1/N=C(c2ccccc2)OC1=O	-1%	-7%	-23%
CN1CCN(C2=C(Cl)C(=O)N(c3cccc(Cl)c3)C2=O)CC1	-11%	-7%	-21%
Cn1c(N)c(C(=O)c2ccc(F)cc2F)c(=O)n(C)c1=O	-6%	-2%	-7%
C[N+]1(C)CC[C@@H](OC(=O)[C@@](O)(c2ccccc2)C2CCCC2)C1	.	13%[21.4 µM]	5%[21.6 µM]
CCC1Oc2ccccc2N(CC(=O)NC2CCCC2)C1=O (stereo not given)	-13%	-11%	-4%
CC[C@@H](C)[C@H]1O[C@]2(CC[C@@H]1C)C[C@@H]1C[C@H](C/C=C(/C)[C@H](O[C@@H]3C[C@H](OC)[C@H](O[C@@H]4C[C@H](OC)[C@@H](O)[C@H](C)O4)[C@H](C)O3)[C@@H](C)/C=C\C=C3CO[C@@H]4[C@H](O)C(C)=C[C@@H](C(=O)O1)[C@]34O)O2 (tested in a mixture with another compound)	.	-21%	7%
OC(Cn1cncn1)(c1ccccc1)c1ccccc1	-11%	1%	-15%
CC(C)CCNC(=O)C1CCCN1C(=O)NC1CCCCC1 (stereo not given)	-8%	-2%	27%
N#Cc1nc(COc2ccc(Br)cc2)oc1NCCCn1ccnc1	3%	3%	3%
COc1ccc(Nc2nccc3c2nnn3C)cc1	-1%	-2%	19%

More structures follow:
compound	FEN1 inhibitor	KAT2A inh	N370S GC
COc1ccc(CCN=C(N)NS(=O)(=O)c2cccs2)cc1	19%	-8%	-1%
NS(=O)(=O)c1cccc(NC(=O)CSc2nc3ccc(Cl)cc3[nH]2)c1	-4%	0%	1%
O=C(CSCc1cnn(-c2ccccc2)c1-n1cccc1)NCc1ccc(F)cc1	16%	-3%	.
Cc1nc(NC(C)c2ccccc2)c2oc3ccccc3c2n1 (stereo not given)	-14%	-3%	7%
O=C1C2C3CC(C(Br)C3Br)C2C(=O)N1c1ccccn1 (stereo not given)	-11%	-22%	5%
O=C(CN1C(=O)S/C(=C\c2ccc(Cl)cc2)C1=O)NCCCn1ccnc1	18%	-11%	?
COc1ccc(CCNC(=O)COC(=O)/C=C/c2cccc(F)c2)cc1	2%	-2%	.
COc1ccc(N2CCN(C(=O)Cc3nn(C)c(=O)c4ccccc34)CC2)cc1	-3%	-22%	15%
O=C(CCc1nc2ccccc2c(=O)[nH]1)NCc1ccco1	0%	-2%	-6%
Cn1c(=O)[nH]c(=O)c2c1nc(N1CCCCC1)n2C/C=N/NC(=O)c1cc(Br)ccc1O	12%	-2%	-5%
CCOC(=O)c1[nH]c(C)c(C(=O)N(C)Cc2ccccc2)c1C	-1%	-3%	-9%
Cc1ccc(-c2ccnc(-c3ccc(O)cc3)n2)cc1	-1%	-5%	-10%
CC(OC(=O)C1=COCCO1)C(=O)Nc1ccc(Oc2ccccc2)cc1 (stereo not given)	2%	1%	-18%
CCCN1CCC(=O)N([C@H](CSc2ccc(Br)cc2)Cc2ccccc2)CC1	-17%	-2%	-20%
COc1ccc(NC(=O)CCC(=O)c2cccs2)cc1S(=O)(=O)Nc1ccc(Cl)cc1	-127%	-4%	8%
Cc1cc(C)n(-c2ccc(C(=O)OCn3nnc4ccccc4c3=O)cc2)n1	2%	-8%	-2%
CN(CC(=O)Nc1ccc(Cl)cc1)CC(=O)Nc1cccc2ccccc12	3%	0%	.
CCCCSc1nc(-c2ccc(OC)cc2)ccc1C#N	-6%	-7%	.
CN1CCN(C(=O)CSc2nc3ccc(NC(=O)c4ccccc4F)cc3s2)CC1	17%	17%	1%
CCOc1cc(/C=N/NC(=O)c2cccnc2)ccc1O	9%	-8%	-6%
CC(NC(=O)C1CCN(S(=O)(=O)c2ccc(Br)s2)CC1)c1ccccc1 (stereo not given)	-7%	-6%	2%
O=C(Nc1nnc(COc2ccccc2)s1)c1ccco1	-1%	2%	10%
O=C(Nc1ccccc1C(=O)Nc1ccccn1)c1ccccc1F	-1%	?	5%
CS(=O)(=O)c1ccc(C(=O)OCC(=O)c2ccc(Cl)s2)cc1	12%	-12%	-7%
Cc1nc2c3ccccc3nc(NNC(=O)CCC(=O)N3CCN(c4cccc(C(F)(F)F)c4)CC3)n2n1	-22%	-8%	.
COc1ccc(N2CCN(Cc3nc4c(c(=O)[nH]c(=O)n4C)n3Cc3ccccc3)CC2)cc1	-4%	1%	.
CCN(CC)CCNC(CC(=O)Nc1ccc(Cl)cc1Cl)C(=O)O (stereo not given)	10%	-4%	4%
CCc1ccc(OCC(=O)Nc2ccc3c(c2)c2ccccc2n3CC)cc1	13%	-6%	.
COc1ccc2oc(-c3ccc(C)c(NC(=O)CSc4ccc(Cl)cc4)c3)nc2c1	-17%&-8%	?	-24%
COC(=O)[C@@]12CCCN1[C@H](c1ccc(-c3ccc(Cl)c(Cl)c3)cc1)[C@H]1C(=O)N(C)C(=O)[C@H]12	-7%	-3%	0%
CSCCC(NC(=O)COc1ccccc1)C(=O)N1CCN(c2ccccc2Cl)CC1 (stereo not given)	-17%	-4%	-6%
COc1ccccc1NC(=O)C1=C(C)NC(=O)NC1c1ccccc1[N+](=O)[O-] (stereo not given)	-5%	-16%	0%

Some of the compounds tested. The share of hits here may be higher or lower than overall.
